V-ATPase pH: regulators of yeast V-ATPase proton transport; S. cerevisiae, pHLuorin cytosolic pH fluorescence; 350,000 compounds, 0.37% hits; response, % at 10 µM; in the data active = response mostly above about 7.3%, no sharp cut-off; inactive = mostly below about 5.4%; note: actives read high; inactives centre near 0; some compounds called inactive have numbers as strong as hits; reference of the scale not given here
PvdQ inh: blocks Pseudomonas aeruginosa PvdQ acylase activity; purified PvdQ acylase, fluorescence plate reader; inhibition, % at 10 µM; 340,000 compounds, 0.063% hits; AID 488965; in the data active = inhibition above about 30%, passing the limit was not always enough; inconclusive = no clear call, values can overlap the other calls;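 note: 0% = vehicle neutral wells and 100% = reference inhibitor wells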
dFosB act: enhances mouse delta FosB homodimer DNA binding; P13346; purified delta FosB, TAMRA-CDK5 oligo fluorescence polarization; percent of positive-control signal above neutral wells; activation, % at 25 µM; 340,000 compounds, 0.99% hits;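 active = mean activation above about 17%, with every replicate also reaching it, limit read from the data, passing the limit was not always enough; inconclusive = only one of the two conditions met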;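 note: fluorescence polarization rise as delta FosB binds a TAMRA Cdk5 AP-1 oligo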
Target sequence (P13346 whole entry, looked up): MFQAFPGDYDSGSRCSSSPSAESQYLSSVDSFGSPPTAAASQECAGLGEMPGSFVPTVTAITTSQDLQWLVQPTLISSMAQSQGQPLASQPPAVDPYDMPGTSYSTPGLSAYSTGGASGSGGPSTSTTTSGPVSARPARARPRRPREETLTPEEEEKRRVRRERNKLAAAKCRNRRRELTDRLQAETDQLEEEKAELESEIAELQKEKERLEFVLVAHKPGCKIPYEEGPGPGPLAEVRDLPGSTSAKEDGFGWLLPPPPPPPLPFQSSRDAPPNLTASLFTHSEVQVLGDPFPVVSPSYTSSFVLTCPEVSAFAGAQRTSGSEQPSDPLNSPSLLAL
SR-BI DiI inh: blocks mouse SR-BI lipid uptake from DiI-HDL. Q61009. ldlA[mSR-BI] CHO cells, DiI-HDL uptake fluorescence, 3 h. inhibition, % at 12.5 µM. 320,000 compounds, 0.96% hits;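 active = mean replicate inhibition of at least 70% and a set share of replicates each scoring 70 or more; inconclusive = meets just one of the two criteria; inactive = fails both criteria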;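 note: 0% = median of neutral control wells and 100% = median of positive control wells; values of inactives mirror those of a sister screen read the other way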
MITF TRPM1 HTS: activators of MITF-driven TRPM1 promoter activity in SK-MEL-5 cells; SK-MEL-5 TRPM1-promoter luciferase, 24 h; % of positive control, neutral wells = 0; activation, % at 12.5 µM; 300,000 compounds, 0.75% hits;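 active = mean activation of at least 80% with every replicate also reaching 80%; inconclusive = mean reaches 80% but some replicate falls short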;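 note: 0% = neutral control wells and 100% = parthenolide positive control wells; values of inactives mirror those of a sister screen read the other way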
Wnt act: activators of Wnt/beta-catenin signaling | Wnt/beta-catenin reporter cell assay, activator, plate reader | activation, % at 9.35 µM | 300,000 compounds, 1.2% hits; in the data active = activation above about 30%, passing the limit was not always enough; inconclusive = no clear call, values can overlap the other calls;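 note: 0% = neutral control wells and 100% = positive control wells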
NSD2 inh: NSD2 (human) methyltransferase inhibition; O96028; NSD2 peptide methylation, AlphaScreen, 120 min; inhibition, % at 12.5 µM; 310,000 compounds, 0.54% hits; AID 743445; in the data active = inhibition above about 50%
HTR5A ag: activates human HTR5A in OPRM1-OPRD1 agonist counter-screen | 340,000 compounds, 0.61% hits | AID 504692 | activation, % at 9.3 µM | HTR5A agonist assay, luminescence, cell-based; in the data active = activation mostly above about 9.5%, no sharp cut-off; inactive = mostly below about 7.6%;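 note: 0% = cells with vehicle only and 100% = reference agonist; strong numbers were not always called active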
CDK5 p35 inh: inhibitors of human CDK5/p35 kinase; Q00535+Q15078; Recombinant CDK5/p35, ADP-Glo luminescence, 60 min; inhibition, % at 10 µM; 330,000 compounds, 0.01% hits; AID 488839;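 active = highest replicate inhibition of at least 50% and at least 75% of replicates reaching 50%; inconclusive = only one of the two criteria met; inactive = both criteria failed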;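 note: plate controls were DMSO neutral control for no effect and GW8510 at 10 µM for full effect; many of its hits are not listed in these tables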
Target sequence (Q00535 whole entry, looked up): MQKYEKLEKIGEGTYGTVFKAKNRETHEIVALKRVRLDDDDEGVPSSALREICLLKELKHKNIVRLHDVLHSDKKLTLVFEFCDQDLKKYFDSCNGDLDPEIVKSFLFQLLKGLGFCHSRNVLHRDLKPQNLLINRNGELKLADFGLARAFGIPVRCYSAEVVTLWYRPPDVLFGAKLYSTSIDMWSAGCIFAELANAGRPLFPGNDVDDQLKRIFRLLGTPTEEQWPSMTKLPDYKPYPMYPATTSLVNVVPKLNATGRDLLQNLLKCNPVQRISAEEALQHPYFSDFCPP
Target sequence (Q15078 whole entry, looked up): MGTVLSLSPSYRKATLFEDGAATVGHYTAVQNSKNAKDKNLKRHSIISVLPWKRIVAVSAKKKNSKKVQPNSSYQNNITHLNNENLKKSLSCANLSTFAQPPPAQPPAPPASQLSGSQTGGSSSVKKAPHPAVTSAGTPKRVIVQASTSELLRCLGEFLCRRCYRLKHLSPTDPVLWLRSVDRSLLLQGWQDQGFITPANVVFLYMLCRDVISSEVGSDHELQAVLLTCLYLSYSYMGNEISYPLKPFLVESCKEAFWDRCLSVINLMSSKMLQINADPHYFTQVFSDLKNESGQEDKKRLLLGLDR
HTR5A inv ctr: inverse agonist of human HTR5A in OPRM1-OPRD1 counter-screen; P47898; 340,000 compounds, 0.083% hits; inhibition, % at 9.3 µM; HTR5A cell line, luminescence, inverse agonism; in the data active = inhibition mostly above about 23%, no sharp cut-off; inactive = mostly below about 18%;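 note: 0% = cells with DMSO and 100% = no-cell wells with DMSO; some compounds called inactive have numbers as strong as hits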
Active calls of the source: *; ? = inconclusive; . = no result given. Hits appear at their usual frequency; any-hit rate near 5%.

[1] CCC(=O)N1CCc2cc(Br)cc(S(=O)(=O)NCCN3CCCCC3CC)c21 (centres undefined)
[2] COC(=O)C1=C(C)Nc2c(c(=O)n(C)c(=O)n2C)C1c1cccs1 (centres undefined)
[3] O=C(CSc1nnc(-c2ccccc2O)o1)N1CCOCC1
[4] CC1SCC(NC(=O)c2cccc(Cl)c2)CS1 (centres undefined)
[5] O=C(NN1C(=O)C2C(C1=O)C1C=CC2C12CC2)c1ccccc1 (centres undefined)
[6] Cc1ccc(SCCC(=O)OCn2nnc3ccccc3c2=O)cc1

assay / compound	1	2	3	4	5	6
HTR5A ag	2	1	-3	6	6	-3
NSD2 inh	-1	-1	-5	0	-1	-3
CDK5 p35 inh	0.1	0.2	-1.6	0.8	0.5	-0.7
Wnt act	.	.	2	-1	.	-2
V-ATPase pH	4	3	3	0	0	-1
MITF TRPM1 HTS	.	5	56	.	1	11
HTR5A inv ctr	-18	-24	8	12	-17	7
SR-BI DiI inh	38	2	-5	-11	-7	-14
PvdQ inh	-12	-4	-7	?	-13	10
dFosB act	-10	0	0	3	-10	3

[7] CN(C)c1nc(=NCc2cccs2)ss1
[8] CCC(C)(C)C1CCc2nc3ccccc3c(C(=O)OC(C)C(=O)Nc3c(C)n(C)n(-c4ccccc4)c3=O)c2C1 (centres undefined)
[9] CCOC(=O)c1c(C)n(C)c2ccc(O)c(CN3CCN(C)CC3)c12
[10] COc1ccccc1C(C#N)N1N=C(C)CC1(C)C (centres undefined)
[11] COc1ccc(/C=C/C(=O)O/N=C(\N)c2cccnc2)cc1OC
[12] C[C@H]1CN=C(N(C)C)N1CCc1ccc(F)cc1

assay / compound	7	8	9	10	11	12
HTR5A ag	-1	8	3	-2	-1	6
NSD2 inh	.	4	4	-1	-1	.
CDK5 p35 inh	0.0	-1.0	-3.6	0.3	0.0	0.2
Wnt act	-4	-2	.	-8	8	1
V-ATPase pH	0	-2	1	1	0	-3
MITF TRPM1 HTS	-38	-18	-6	2	14	6
HTR5A inv ctr	2	9	3	10	-33	-12
SR-BI DiI inh	6	19	2	-22	.	-19
PvdQ inh	-4	-13	0	-18	-8	-13
dFosB act	1	-4	-4	-4	0	0

[13] CN(C)/C=C/c1c(C#N)c(=O)ncn1Cc1ccccc1
[14] O=C(COC(=O)c1ccccc1OCc1ccccc1Cl)NC1CCS(=O)(=O)C1 (centres undefined)
[15] COc1ccc(S(=O)(=O)N2CCN(C(c3ccccc3)c3ccccc3)CC2)cc1NC(C)=O
[16] COc1ccc(NC(C)C(=O)N/N=C/c2cc(Br)ccc2OC)cc1 (centres undefined)
[17] CCCc1noc2c1/C(=N\O)CCC2
[18] NC(=O)CCC(NS(=O)(=O)c1ccc(Cl)cc1)C(=O)NCc1ccccc1Cl (centres undefined)

assay / compound	13	14	15	16	17	18
HTR5A ag	-3	9	-3	10	4	3
NSD2 inh	7	0	-3	-1	7	-1
CDK5 p35 inh	-4.3	0.2	-0.4	-2.3	-4.6	0.7
Wnt act	.	-5	0	-2	-1	1
V-ATPase pH	-2	1	3	-2	-2	0
MITF TRPM1 HTS	3	-1	6	-16	0	8
HTR5A inv ctr	7	-24	-3	-4	-11	-38
SR-BI DiI inh	24	36	-26	22	-9	-2
PvdQ inh	0	-3	-12	-3	-16	7
dFosB act	-2	-7	-4	6	3	-5

[19] COCCn1cnc2c1c(=O)n(CC(=O)Nc1cc(C)on1)c(=O)n2Cc1ccccc1
[20] COc1ccccc1N(Cc1ccccc1)S(=O)(=O)c1cccc(C(=O)Nc2cc(C)ccn2)c1
[21] CCOc1ccc(C(=O)COC(=O)Cn2cnc3c2c(=O)n(C)c(=O)n3C)cc1
[22] COc1ccc(C(=O)OCC(=O)Nc2ccc3c(c2)OCCO3)c(OC)c1
[23] CCC(=O)n1nc(-c2ccccc2)nc1SCC(=O)Nc1ccc(C)cc1
[24] COc1cc(/C=N/NC(=O)CCN2CCN(C)CC2)cc2c1OCO2

assay / compound	19	20	21	22	23	24
HTR5A ag	2	-2	6	4	1	-3
NSD2 inh	0	0	3	1	0	2
CDK5 p35 inh	-6.0	0.3	0.3	-1.1	-0.6	-1.2
Wnt act	.	9	1	-5	.	2
V-ATPase pH	-1	-3	1	2	1	-6
MITF TRPM1 HTS	16	-2	5	3	-14	4
HTR5A inv ctr	-5	22	-14	6	-6	-1
SR-BI DiI inh	11	-10	-2	-3	-9	-6
PvdQ inh	-14	5	4	-14	-11	1
dFosB act	-8	0	1	0	5	-14

[25] CC(=O)Nc1ccc(OCC(=O)N(CC(C)C)C2CCS(=O)(=O)C2)cc1 (centres undefined)
[26] O=C(C=Cc1ccccc1)c1cc(Br)ccc1O
[27] COc1cc(/C=C2\SC(=O)N(CCN)C2=O)ccc1OS(=O)(=O)c1cc(C)ccc1C
[28] CCNS(=O)(=O)c1ccc(CCC(=O)N2CCN(Cc3ccccc3)CC2)cc1
[29] Cc1ccc(NC(=O)CN2C(=O)COc3ccc(S(=O)(=O)N4CCCC4)cc32)cc1C
[30] COc1ccc(Cl)cc1NC(=O)CN1CCCCCC1

assay / compound	25	26	27	28	29	30
HTR5A ag	-5	-3	22*	0	-4	1
NSD2 inh	2	54*	7	.	-2	-6
CDK5 p35 inh	0.0	-1.7	3.0	0.0	1.7	0.8
Wnt act	-2	9	39*	1	0	-1
V-ATPase pH	0	1	-2	-1	-1	-1
MITF TRPM1 HTS	6	11	0	5	-6	10
HTR5A inv ctr	12	12	-64	0	8	-9
SR-BI DiI inh	-27	-2	27	-19	28	-10
PvdQ inh	-4	17	10	0	-5	11
dFosB act	-3	-6	-39	-3	-5	-7

In the list so far, these have bromine:
[1] CCC(=O)N1CCc2cc(Br)cc(S(=O)(=O)NCCN3CCCCC3CC)c21 (centres undefined)
[16] COc1ccc(NC(C)C(=O)N/N=C/c2cc(Br)ccc2OC)cc1 (centres undefined)
[26] O=C(C=Cc1ccccc1)c1cc(Br)ccc1O

assay / compound	1	16	26
HTR5A ag	2	10	-3
NSD2 inh	-1	-1	54*
CDK5 p35 inh	0.1	-2.3	-1.7
Wnt act	.	-2	9
V-ATPase pH	4	-2	1
MITF TRPM1 HTS	.	-16	11
HTR5A inv ctr	-18	-4	12
SR-BI DiI inh	38	22	-2
PvdQ inh	-12	-3	17
dFosB act	-10	6	-6

Carrying on.
[31] O=C(COc1ccc2c3c(c(=O)oc2c1)CCC3)N1CCN(c2ccc(F)cc2)CC1
[32] Cc1ccc(OC(=O)Nc2ccccc2)cc1
[33] C=CCNc1nc(Nc2ccc(OC)cc2)nc(OCC)n1
[34] CCc1ccccc1NC(=S)N(CCCN1CCOCC1)Cc1cccs1
[35] Cc1cc(C)nc(SCc2ccc(C(=O)N/N=C/c3ccncc3)cc2)n1
[36] CC(CC(=O)N1CCc2ccccc21)c1ccccc1 (centres undefined)

assay / compound	31	32	33	34	35	36
HTR5A ag	-1	3	-1	-2	3	5
NSD2 inh	2	-2	-1	-1	0	-4
CDK5 p35 inh	.	-4.9	-0.4	1.9	-1.1	-2.9
Wnt act	-1	23	.	-4	-1	.
V-ATPase pH	4	1	-6	4	1	0
MITF TRPM1 HTS	12	?	-5	2	-4	26
HTR5A inv ctr	5	-9	1	21	-8	3
SR-BI DiI inh	42	8	27	-18	33	5
PvdQ inh	9	-10	-4	-7	7	-23
dFosB act	-4	3	-2	-10	-29	-4

[37] CS(=O)(=O)N(CC(=O)NCCC1=CCCCC1)C1CCCCC1
[38] CCCSc1nsc(N)n1
[39] Cc1nn(Cc2n[nH]c(=S)n2Cc2ccccc2)c(C)c1Cl
[40] Cc1cc[n+](-c2[nH]c(=O)sc2/C=N/N=C(\[O-])c2ccccc2)cc1C
[41] Cc1ccnc(NS(=O)(=O)c2ccc(NC(=O)c3ccc(S(=O)(=O)N4CCOCC4)cc3)cc2)n1
[42] CS(=O)(=O)N(CC(=O)NCc1ccc2c(c1)OCO2)c1ccc(Cl)cc1

assay / compound	37	38	39	40	41	42
HTR5A ag	5	3	-4	-4	-4	9
NSD2 inh	0	3	1	-3	.	0
CDK5 p35 inh	2.3	1.0	0.4	-0.8	0.4	0.9
Wnt act	.	0	.	6	-1	27
V-ATPase pH	-3	2	2	2	-2	5
MITF TRPM1 HTS	5	3	-9	4	0	11
HTR5A inv ctr	-12	-7	2	10	14	1
SR-BI DiI inh	-15	4	-2	20	-11	-12
PvdQ inh	-17	14	2	-16	-11	-5
dFosB act	-14	-4	-5	2	-2	4

[43] CCN1CCN(c2ccc(NC(=O)c3cccc4ncccc34)cc2)CC1
[44] COc1ccccc1-c1nnc2n1N=C(C(C)(C)C)CS2
[45] COC(=O)c1cc(NS(=O)(=O)c2cccs2)cc(NS(=O)(=O)c2cccs2)c1
[46] CCOC(=O)N1CCN(S(=O)(=O)c2ccc(C(=O)N(CCCN(C)C)c3nc4ccc(Cl)cc4s3)cc2)CC1
[47] CC1CCCCC1NC(=O)COC(=O)c1ccccn1 (centres undefined)
[48] CC(C)NC(=S)N/N=C/c1cc(Br)ccc1O

assay / compound	43	44	45	46	47	48
HTR5A ag	0	-3	-3	-2	0	4
NSD2 inh	6	-5	-1	4	-1	-2
CDK5 p35 inh	0.1	-0.2	-1.1	-0.7	-1.9	4.0
Wnt act	.	-3	-4	-2	.	7
V-ATPase pH	0	2	2	2	1	-3
MITF TRPM1 HTS	-12	.	-4	-53	2	1
HTR5A inv ctr	1	9	7	-10	-26	-29
SR-BI DiI inh	-22	.	34	-5	7	30
PvdQ inh	-3	-5	1	-6	-13	3
dFosB act	1	-14	-2	10	4	-4

[49] COC(=O)Cn1c(C)c(C#N)c2ccccc21
[50] COc1ccc(C2C(C(=O)OCC(=O)Nc3ccc(C)cc3)CCC(=O)N2c2ccc(OC)cc2)cc1 (centres undefined)
[51] CC1SC(c2ccc(F)cc2)NC1=O (centres undefined)
[52] Cc1nn(C)cc1S(=O)(=O)N1CCN(c2ccccc2F)CC1
[53] CC(=O)c1cnc2c(-c3ccccc3)c(-c3ccccc3)nn2c1C
[54] Nn1cc(-c2ccccc2)nc1SCC(=O)NC1CCS(=O)(=O)C1 (centres undefined)

assay / compound	49	50	51	52	53	54
HTR5A ag	3	0	-2	1	1	-2
NSD2 inh	-5	3	.	0	-3	0
CDK5 p35 inh	-0.2	-2.4	1.6	0.6	-1.0	1.4
Wnt act	-1	1	-5	-3	0	2
V-ATPase pH	-2	1	-1	4	-1	2
MITF TRPM1 HTS	-8	.	-4	-10	.	.
HTR5A inv ctr	-5	-8	5	13	38	5
SR-BI DiI inh	8	-10	-20	-32	1	-1
PvdQ inh	-10	-13	7	-7	1	-9
dFosB act	1	-3	2	-1	1	3
